EPAC1 antag = qHTS for Antagonist of cAMP-regulated guanine nucleotide exchange factor 3 (EPAC1): primary screen; 360,000 compounds, 0.14% hits; Rap guanine nucleotide exchange factor 3 (Homo sapiens), O95398; EPAC1 GEF assay, Rap1b-BODIPY-GDP exchange fluorescence; Potency, µM (top dose mostly 115 µM), for the others: at the highest dose activity change, negative = inhibition, actives largely listed as inhibitors;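 note: plate controls were vehicle for no effect and positive control for full effect; nearly all actives have a fitted effect of over 50% in size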
TDP43 rescue = qHTS of TDP-43 Inhibitors | TDP-43 expressing yeast growth rescue, BacTiter-Glo, 24 h | Potency, µM (highest dose often 46.1 µM), for the others: at the top dose growth rescue (activation), most hits filed as activators | 410,000 compounds, 1.8% hits; note: % of control where 0% means no effect; nearly all actives have a fitted effect of over 50% in size
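In this qHTS, compounds that restore growth of yeast expressing TDP-43 appear as activators. Cells (OD600=0.02, galactose medium, raffinose-pregrown) are incubated with compound 24 hr at 30 deg C and growth is quantified by BacTiter-Glo.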
PTHR1 agonist = qHTS for PTHR1 Agonists: Primary Screen; 410,000 compounds, 0.075% hits; Parathyroid hormone/parathyroid hormone-related peptide receptor (Homo sapiens), Q03431; HEK293 GP2 PTHR1 cells, GloSensor cAMP luminescence, 1 h; Potency, µM (top dose mostly 115 µM), without a hit: at the top dose activation, most hits filed as activators; note: nearly all actives have a fitted effect of over 55% in size; some results filed as inactive show a strong effect at the top dose; inactives centre near -15; many of its hits are not listed in these tables
Target sequence (Q03431 whole entry, looked up): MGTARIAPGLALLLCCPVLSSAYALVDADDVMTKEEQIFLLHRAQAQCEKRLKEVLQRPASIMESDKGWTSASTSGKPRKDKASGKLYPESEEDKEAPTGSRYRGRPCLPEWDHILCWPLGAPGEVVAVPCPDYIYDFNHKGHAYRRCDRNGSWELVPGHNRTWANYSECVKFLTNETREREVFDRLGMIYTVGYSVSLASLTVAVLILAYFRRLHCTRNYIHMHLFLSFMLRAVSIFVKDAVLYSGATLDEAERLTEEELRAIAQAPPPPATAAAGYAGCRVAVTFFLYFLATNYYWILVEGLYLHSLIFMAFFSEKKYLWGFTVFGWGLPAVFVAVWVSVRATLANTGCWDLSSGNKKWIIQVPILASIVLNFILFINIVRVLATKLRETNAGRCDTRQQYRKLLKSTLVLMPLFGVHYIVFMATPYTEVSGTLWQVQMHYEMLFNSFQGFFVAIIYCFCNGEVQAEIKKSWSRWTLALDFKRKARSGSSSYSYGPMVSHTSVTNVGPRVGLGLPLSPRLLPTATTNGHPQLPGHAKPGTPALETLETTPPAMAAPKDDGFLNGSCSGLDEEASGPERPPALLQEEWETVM
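HEK-293-derived GP2 cells expressing PTHR1 and a GloSensor cAMP reporter, 3,000/well, plated overnight, given luciferin plus IBMX (each 0.5 mM as added) for 1 h at 37 °C, then compound for 1 h at 37 °C. Luminescence was read after 15 min at room temperature.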
EPAC2 ag = qHTS for Agonist of cAMP-regulated guanine nucleotide exchange factor 4 (EPAC2): primary screen | EPAC2 activation, biochemical qHTS; response scale: 100% = 6.5 mM cAMP response | Potency, µM (highest dose often 154 µM), inactives show top-dose activation, most hits filed as activators | Rap guanine nucleotide exchange factor 4 (Homo sapiens), Q8WZA2 | 360,000 compounds, 0.079% hits; note: nearly all actives have a fitted effect of over 50% in size
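Nucleotide exchange monitored as fluorescence drop when BODIPY-GDP leaves Rap1B. Reaction: 100 nM EPAC2, 250 nM RAP1B-BODIPY-GDP, 50 uM GDP, room temperature, kinetic read over 30 min. Activity expressed relative to 6.5 mM cAMP.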
EPAC2 antag = qHTS for Antagonist of cAMP-regulated guanine nucleotide exchange factor 2 (EPAC2): primary screen; AID 720708, 2013; Rap guanine nucleotide exchange factor 4 (Homo sapiens), Q8WZA2; EPAC2 GEF exchange of Rap1B-BODIPY-GDP, fluorescence; 360,000 compounds, 0.18% hits; Potency, µM (top dose mostly 114 µM), inactives show top-dose activity, negative = inhibition, usual class: inhibitors; note: % is set by controls: 0 for no effect and ±100 for the full control effect; nearly all actives have a fitted effect of over 45% in size; many of its hits are not listed in these tables
FUS suppressor = qHTS for Suppressors of FUS Proteinopathy: Primary screen using FUS-linked yeast assay; S. cerevisiae FUS-expressing, growth rescue, OD600, 24 h; Potency, µM (top dose mostly 76.6 µM), for the others: at the top dose growth rescue (activation), actives largely listed as activators; 390,000 compounds, 0.24% hits; AID 1347120, 2019;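 note: plate controls were DMSO vehicle for no effect and reference control for full effect; nearly all actives have a fitted effect of over 55% in size; some results filed as inactive show a strong effect at the top dose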
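Restored growth of FUS-toxic S. cerevisiae, read as 600 nm absorbance after 24 h at 30C in galactose medium (starting OD 0.005). Controls CP55940 and DMSO.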
EPAC1 agonist = qHTS for Agonist of cAMP-regulated guanine nucleotide exchange factor 3 (EPAC1): primary screen | Rap guanine nucleotide exchange factor 3 (Homo sapiens), O95398 | EPAC1 agonist qHTS, biochemical assay; response scale: 100% = response to 6.5 mM cAMP | Potency, µM (highest dose often 154 µM), without a hit: at the highest dose activation, usual class: activators | 360,000 compounds, 0.073% hits | AID 720707, 2013; note: nearly all actives have a fitted effect of over 60% in size
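Multi-concentration qHTS readout: loss of Rap1B-bound BODIPY-GDP fluorescence driven by 100 nM EPAC1 with excess GDP (50 uM), monitored kinetically at room temperature; agonist response expressed relative to 6.5 mM cAMP.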
aSyn rescue = qHTS of alpha-syn Inhibitors; Potency, µM (titrated, usually from 46.1 µM), without a hit: top-dose growth rescue (activation), actives largely listed as activators; AID 652106, 2013; Yeast expressing alpha-synuclein, growth rescue, BacTiter-Glo, 24 h; 370,000 compounds, 0.14% hits; note: % of control where 0% means no effect; nearly all actives have a fitted effect of over 65% in size
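Galactose-induced alpha-syn yeast (OD600=0.02, raffinose-pregrown) + pinned cpd, 24 hr, 30 deg C; growth by BacTiter-Glo luminescence. Growth restoration scores as activation.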
An asterisk follows results filed as active; i = inactive; ? = inconclusive; nt = no result given; [ ] = another dose, or the depositor's remark. Calls come from the whole dose curve; as a rule, active = well fitted curve in the direction sought with a large enough effect; inconclusive = small, poorly fitted or top-dose-only effect, or another doubt; inactive = no such curve, though single readings can be large; an effect the other way counts as inactive or inconclusive. Potency is the fitted concentration of half-maximal effect. Only part of the results is shown; the hit share may differ from the screen's.

Each structure is followed by: PTHR1 agonist	FUS suppressor	EPAC2 antag	EPAC1 antag	TDP43 rescue	EPAC2 ag	EPAC1 agonist	aSyn rescue
1. CCOC(=O)N1CCC(N2C(=O)c3ccc(C(=O)Nc4ccc(OC)cc4)cc3C2=O)CC1
    -19%	3%	2%	-10%	3%	-14%	11%	0%
2. CCN1CCC(O)(C(C(=O)O)c2ccccc2)CC1 (configuration not stated)
    i	-19%	-15%	0%	-6%	2%	-7%	-5%
3. COc1cc(/C=C(\C#N)c2nn(CCO)c(N)c2C#N)cc(OC)c1OC
    i	2%	5%	4%	-1%	-1%	5%	-5%
4. CC(C)c1cc(C(=O)Nc2cc(Cl)ccc2O)no1
    i	10%	-2%	5%	-7%	15%	8%	-12%
5. CC(C)(C)NCC(O)Cn1cc(C=O)c2ccccc21 (configuration not stated)
    ?	-8%	3%	-13%	-6%	10%	9%	-6%
6. NCCCC[C@H]1CNC(=O)C(=O)N1CCc1cccc(F)c1
    i	-12%	6%	-15%	7%	3%	-7%	-1%
7. COc1ccc(/C=C/C(=O)c2ccc(NS(=O)(=O)c3ccc(C)cc3)cc2)cc1O
    -2%	11%	-11%	-18%	16%	11%	15%	3%
8. Cc1nnc(SCc2ccccc2C#N)n1-c1ccccc1
    -9%[57.5 µM]	13%	3%	14%	-8%	-1%	2%	-4%
9. C[C@H](NC(=O)c1cc2c([nH]c3ccccc32)c(-c2ccccc2)n1)C(=O)O
    -33%	-11%	-3%	-10%	34%	-5%	-1%	-2%
10. Fc1cccc(/C=N/Nc2nncc3ccccc23)c1
    -38%	-21%	0%	16%	6%	-4%	-8%	-8%
11. Cc1cc(-c2c(C)[nH]n(-c3ccc(Cl)cc3)c2=O)n(-c2ccc(Cl)cc2)n1
    -29%	2%	-2%	-4%	5%	-1%	12%	1%
12. CCn1c(N)c(C(=O)NCc2ccc3c(c2)OCO3)sc1=S
    -8%	-21%	0%	1%	28%	-3%	-5%	-19%
13. C=CCN(CC=C)S(=O)(=O)c1ccc(NC(=S)NC(=O)/C=C/c2ccccc2)cc1
    -29%	-7%	8%	6%	-5%	2%	-4%	-16%
14. C=CCn1c(=O)c(C(=O)NCCc2ccccc2)c(O)c2ccccc21
    -1%[57.5 µM]	19%	-1%	-8%	-32%[inhibitor]	11%	8%	15%
15. Cn1c(=O)n(CCCOc2ccc(Br)cc2)c2ccccc21
    -24%[57.5 µM]	41%	-5%	-8%	22%	19%	19%	7%
16. Cc1nc(NS(=O)(=O)c2ccccc2)sc1NC(=O)OCCN(C)C
    i	0%	5%	16%	29%	-5%	6%	7%
17. CCN1CCN(S(=O)(=O)c2cc(OCC(=O)NC3CCCCC3)c(C)cc2Cl)CC1
    -47%[inhibitor]	22%	-5%	-9%	13%	13%	8%	-3%
18. Cc1ccc(NC(=O)CSc2ccc3nnc(-c4ccccn4)n3n2)cc1
    -2%	9%	0%	19%	9%	4%	-1%	-1%
19. O=C(COC(=O)c1cc(=O)[nH]c2ccccc12)Nc1ccccc1F
    i	8%	-8%	11%	-8%	4%	11%	3%
20. CC(C)C(=O)Nc1c(-c2ccccc2Cl)c(=O)c2ccccc2n1C
    i	-26%	1%	18%	3%	-3%	-6%	-2%

Brought forward from above: 4 compounds, then new ones.
Each structure is followed by: PTHR1 agonist	FUS suppressor	EPAC2 antag	EPAC1 antag	TDP43 rescue	EPAC2 ag	EPAC1 agonist	aSyn rescue
17. CCN1CCN(S(=O)(=O)c2cc(OCC(=O)NC3CCCCC3)c(C)cc2Cl)CC1
    -47%[inhibitor]	22%	-5%	-9%	13%	13%	8%	-3%
18. Cc1ccc(NC(=O)CSc2ccc3nnc(-c4ccccn4)n3n2)cc1
    -2%	9%	0%	19%	9%	4%	-1%	-1%
19. O=C(COC(=O)c1cc(=O)[nH]c2ccccc12)Nc1ccccc1F
    i	8%	-8%	11%	-8%	4%	11%	3%
20. CC(C)C(=O)Nc1c(-c2ccccc2Cl)c(=O)c2ccccc2n1C
    i	-26%	1%	18%	3%	-3%	-6%	-2%
21. COc1ccc(Cl)cc1NC(=O)CN(C)C(=O)c1cc(-c2cccs2)nn1-c1ccccc1
    -17%	?	2%	?	-12%	8%	8%	6%
22. COc1ccc(Nc2cccc3ccccc23)cc1
    -5%	-3%	?	-25%	15%	17%	12%	-11%
23. CCn1c(=O)cc(OCC(=O)NCc2cccnc2)c2ccccc21
    i	9%	0%	1%	-4%	-8%	3%	-2%
24. CC(C)(C)c1ccccc1OCC(=O)Nc1ncn[nH]1
    -17%[57.5 µM]	20%	-2%	11%	9%	2%	11%	-2%
25. O=C(C(Cl)Cl)N1CCN(Cc2ccccc2)CC1
    -5%	-10%	13%	8%	9%	1%	-4%	-17%
26. Cn1c2ccc(F)cc2c2ncn(CCCN(CCO)CCO)c(=O)c21
    i	20%	-2%	6%	-17%	0%	2%	-3%
27. CCOC(=O)c1[nH]c2c(c1C)C(=O)CC(c1ccc(OCC)c(OC)c1)C2 (configuration not stated)
    i	7%	-3%	1%	10%	-14%	-3%	-2%
28. O=C(C1CCCN1S(=O)(=O)c1ccc(Cl)cc1)N1CCN(c2ccccc2)CC1 (configuration not stated)
    -46%[inhibitor]	22%	3%	-27%	-16%	10%	-1%	10%
29. Cc1ccc(S(=O)(=O)C2(C(=O)Nc3ccc(F)cc3)CC2)cc1
    -12%	-19%	-2%	-2%	13%	-11%	-4%	11%
30. Cc1nc2cc(NC(=O)c3ccc(Cl)cc3)ccc2n1C
    -37%[inhibitor]	3%	-2%	-5%	9%	17%	5%	0%
31. CCC(=O)Nc1ccc(-c2nc(-c3ccccc3)n(CC(=O)N3CCCCC3)n2)cc1
    -14%[57.5 µM]	19%	4%	4%	-17%	2%	-4%	-2%
32. CC(C)(C)OC(=O)N1CC(O)CC1C(=O)OCC(=O)c1ccc(Cl)cc1 (configuration not stated)
    i	21%	-2%	-2%	-3%	-1%	4%	2%
33. CCN(C(=O)Cn1c(=O)oc2cc(S(=O)(=O)N3CCCC3)ccc21)c1ccc(OC)cc1
    i	-9%	5%	9%	-1%	6%	-26%	-2%
34. COC(=O)c1sc2nc(SCC(=O)N(C)c3ccccc3)n(N)c(=O)c2c1C
    i	-11%	6%[57.1 µM]	-5%	14%	3%	2%	-1%
35. COC(=O)c1ccc(S(=O)(=O)NCc2ccco2)n1C
    i	-14%	4%	1%	-20%	0%	1%	0%
36. CC(=O)c1sc(NC(=O)CN2C(=O)C3CC=CCC3C2=O)nc1-c1ccccc1 (configuration not stated)
    -23%	nt	5%	13%	-12%	16%	-2%	-5%
37. COc1ccc(C(=O)/C=C/C(=O)N(CC(=O)NC2CCCCC2)Cc2ccc(F)cc2)c(O)c1
    -24%	15%	8%	-2%	16%[9.22 µM]	-5%	8%	2%
38. CCOC(=O)CSC(CC)C(=O)Nc1nnc(C(C)C)s1 (configuration not stated)
    i	-30%	14%	-16%	13%	-2%	-7%	0%
39. Nc1ccc2oc(CCc3ccccc3)nc2c1
    -10%[57.5 µM]	32%	10%	-23%	18µM*	3%	2%	-1%
40. COc1cc(C)ccc1OCC(=O)NCC1CCCO1 (configuration not stated)
    i	nt	-6%	1%	?	5%	2%	0%

2 compounds drawn at random from the list so far:
Each structure is followed by: PTHR1 agonist	FUS suppressor	EPAC2 antag	EPAC1 antag	TDP43 rescue	EPAC2 ag	EPAC1 agonist	aSyn rescue
38. CCOC(=O)CSC(CC)C(=O)Nc1nnc(C(C)C)s1 (configuration not stated)
    i	-30%	14%	-16%	13%	-2%	-7%	0%
23. CCn1c(=O)cc(OCC(=O)NCc2cccnc2)c2ccccc21
    i	9%	0%	1%	-4%	-8%	3%	-2%

Remaining list, next part.
Each structure is followed by: PTHR1 agonist	FUS suppressor	EPAC2 antag	EPAC1 antag	TDP43 rescue	EPAC2 ag	EPAC1 agonist	aSyn rescue
41. COC(=O)C(CC(C)C)NC(=O)/C=C/c1ccc(Cl)cc1 (configuration not stated)
    -14%	10%	-8%	0%	15%	3%	-7%	7%
42. CCCCOc1ccc(S(=O)(=O)NC(=O)C2(C)CCN2C(=O)c2cccc(F)c2)cc1 (configuration not stated)
    2%	?	-12%	12%	0%	0%	9%	-6%
43. O=C(O)C1CCN(S(=O)(=O)c2ccc3c(c2)OCCCO3)CC1
    -1%	7%	8%	?	nt	5%	2%	-10%
44. CC(C)[C@H](NC(=O)c1ccccc1)C(=O)OCC(=O)Nc1ncc(Cl)cc1Cl
    -15%	nt	6%	-6%	7%	6%	0%	-11%

Just TDP43 rescue, EPAC2 ag and EPAC1 agonist, for some of the entries so far:
No. | smiles | TDP43 rescue | EPAC2 ag | EPAC1 agonist
7 | COc1ccc(/C=C/C(=O)c2ccc(NS(=O)(=O)c3ccc(C)cc3)cc2)cc1O | 16% | 11% | 15%
8 | Cc1nnc(SCc2ccccc2C#N)n1-c1ccccc1 | -8% | -1% | 2%
9 | C[C@H](NC(=O)c1cc2c([nH]c3ccccc32)c(-c2ccccc2)n1)C(=O)O | 34% | -5% | -1%
10 | Fc1cccc(/C=N/Nc2nncc3ccccc23)c1 | 6% | -4% | -8%
11 | Cc1cc(-c2c(C)[nH]n(-c3ccc(Cl)cc3)c2=O)n(-c2ccc(Cl)cc2)n1 | 5% | -1% | 12%
